High-throughput results deposited in PubChem by National Center for Advancing Translational Sciences (NCATS).
PI5P4Ka inh: PI5P4K alpha (human) kinase inhibition. PI5P4Kalpha enzyme, ADP-Glo luminescence, 60 min; hits give low values. max response, %. hit rate 1.2% among 330,000. AID 652105; active means max response of -50% or lower; inconclusive means between -30% and -50%; inactive means -30% or higher; further: value at the top dose of about 77 µM; on the % scale 0 is the no-effect control and ±100 the full control effect
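qHTS, 1536-well: enzyme/substrate mix, compound by pin tool, 5 microM ATP final; RT 60 min; ADP-Glo reagents 1 (45 min) then 2 (30 min); luminescence.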
IL2 activator: IL-2 activation; IL-2 activation reporter assay, cell-based qHTS; stimulated with anti-CD3/CD4/CD28 beads; in transgenic mouse T cells; activation, % (series mostly up to about 46 µM); hit rate 0.065% among 360,000; in the data active means activation above about 50%; inconclusive means mostly about 30% to 49%; further: 0% is about no effect
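Screening format: compound pinned onto unstimulated transgenic mouse T cells, 60 min incubation, then anti-CD3/anti-CD4/anti-CD28 bead stimulation for 18 hours at 37 degrees C, followed by EGFP and DsRed detection.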
GLP-1R agonist: activates the human GLP-1 receptor; P43220; HEK293 GLP-1R CRE-luciferase, luminescence, 4-6 h; cells express a hypersensitive GLP-1R form; Potency, µM (doses to about 45.6 µM), for the others: at the highest dose activation, actives largely listed as activators; hit rate 0.007% among 380,000; AID 624172; further: potency means the concentration at half of the fitted maximal effect; % of control where 0% means no effect
EPAC1 agonist: EPAC1 (human) agonism. O95398. EPAC1 agonist qHTS, biochemical assay; response scale: 100% = response to 6.5 mM cAMP. AID 720707. Potency, µM (highest dose often 154 µM), for inactives: top-dose activation, most hits filed as activators. hit rate 0.073% among 360,000; further: potency means the concentration at half of the fitted maximal effect; nearly all actives have a fitted effect of over 60% in size
Target sequence (O95398 whole entry, looked up): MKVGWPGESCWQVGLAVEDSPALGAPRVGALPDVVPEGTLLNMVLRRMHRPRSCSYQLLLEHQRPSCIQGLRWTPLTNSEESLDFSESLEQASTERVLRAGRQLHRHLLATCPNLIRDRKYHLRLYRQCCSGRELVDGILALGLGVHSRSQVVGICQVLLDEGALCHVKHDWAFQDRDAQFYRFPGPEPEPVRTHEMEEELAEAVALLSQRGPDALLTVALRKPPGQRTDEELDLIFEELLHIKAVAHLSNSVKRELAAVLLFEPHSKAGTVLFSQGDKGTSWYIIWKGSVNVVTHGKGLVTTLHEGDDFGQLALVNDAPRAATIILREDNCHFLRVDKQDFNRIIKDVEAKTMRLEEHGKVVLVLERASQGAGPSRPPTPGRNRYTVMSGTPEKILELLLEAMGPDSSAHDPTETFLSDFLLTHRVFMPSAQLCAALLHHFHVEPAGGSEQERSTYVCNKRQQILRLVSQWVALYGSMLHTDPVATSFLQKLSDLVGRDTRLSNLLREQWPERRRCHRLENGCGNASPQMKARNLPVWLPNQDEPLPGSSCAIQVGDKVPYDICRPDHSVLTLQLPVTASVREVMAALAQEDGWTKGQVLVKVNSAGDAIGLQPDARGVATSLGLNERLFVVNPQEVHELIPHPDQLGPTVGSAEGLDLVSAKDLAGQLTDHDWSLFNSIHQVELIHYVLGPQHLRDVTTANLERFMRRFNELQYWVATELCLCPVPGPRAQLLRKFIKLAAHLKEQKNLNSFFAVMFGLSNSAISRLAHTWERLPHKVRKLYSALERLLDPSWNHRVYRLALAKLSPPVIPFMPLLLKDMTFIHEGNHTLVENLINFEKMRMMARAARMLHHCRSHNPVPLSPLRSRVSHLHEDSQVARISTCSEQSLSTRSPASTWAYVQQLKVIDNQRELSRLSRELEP
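Fluorescent GDP-exchange assay: 100 nM EPAC1 with 250 nM Rap1B preloaded with BODIPY-GDP and 50 uM GDP; compounds tested as concentration series, 5 min at room temperature, then read every 5 min for 30 min (ex 480/em 540 nm); normalized to 6.5 mM cAMP.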
GLP-1R inv ag: acts as inverse agonist at human GLP-1 receptor; P43220; HEK293 GLP-1R CRE-luciferase, luminescence, 24 h; GLP-1R form is constitutively active; Potency, µM (titrated, usually from 38.3 µM), without a hit: top-dose activity change, negative = inhibition, hits mostly inhibitors; hit rate 1.6% among 410,000; further: potency means the concentration at half of the fitted maximal effect; on the % scale 0 is the no-effect control and ±100 the full control effect; nearly all actives have a fitted effect of over 55% in size
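Luminescence readout: a drop in cAMP-driven luciferase signal flags inverse agonism at a constitutively active GLP-1R stably expressed in HEK293. Compound exposure lasted 24 hr at 37 deg C, 5% CO2.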
GLP1R cytotox: cytotoxicity counter-screen for GLP-1 receptor inverse agonists. HEK293 cAMP-luciferase reporter cells, luminescence, 24 h. Potency, µM (series often up to 38.3 µM), for inactives: top-dose activity change, negative = inhibition, hits mostly inhibitors. hit rate 0.13% among 410,000;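 further: loss of luciferase light is scored as toxicity; potency means the concentration at half of the fitted maximal effect; on the % scale 0 is the no-effect control and ±100 the full control effect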
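1536-well qHTS counterscreen of the MLSMR; 200 cells/uL, 12 h pre-incubation, 23 nL cpd, 24 h at 37 deg C 5% CO2, luciferase detection reagent, 12 min RT, luminescence. Inhibition = undesired.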
EPAC1 antag: EPAC1 (human) antagonism. O95398. EPAC1 GEF assay, Rap1b-BODIPY-GDP exchange fluorescence. Potency, µM (top dose mostly 115 µM), inactives show at the highest dose activity change, negative = inhibition, hits mostly inhibitors. hit rate 0.14% among 360,000;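 further: potency means the concentration at half of the fitted maximal effect; plate controls were vehicle for no effect and positive control for full effect; nearly all actives have a fitted effect of over 50% in size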
PTHR1 agonist: agonists of human PTHR1 parathyroid hormone receptor | Q03431 | HEK293 GP2 PTHR1 cells, GloSensor cAMP luminescence, 1 h | Potency, µM (series often up to 115 µM), inactives show at the highest dose activation, hits mostly activators | hit rate 0.075% among 410,000; further: potency means the concentration at half of the fitted maximal effect; nearly all actives have a fitted effect of over 55% in size; some results filed as inactive show a strong effect at the top dose; inactives centre near -15; many of its hits are not listed in these tables
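HEK-293-derived GP2 cells expressing PTHR1 and a GloSensor cAMP reporter, 3,000/well, plated overnight, given luciferin plus IBMX (each 0.5 mM as added) for 1 h at 37 °C, then compound for 1 h at 37 °C. Luminescence was read after 15 min at room temperature.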
PLK1 PBD block: PLK1 (human) polo-box domain binding inhibition; Plk1 PBD binding of FITC phosphopeptide, fluorescence polarization; Potency, µM, for inactives: max response, negative = inhibition, hits mostly inhibitors; hit rate 2.8% among 360,000; AID 720504; further: potency means the concentration at half of the fitted maximal effect; series mostly up to about 57 µM; on the % scale 0 is the no-effect control and ±100 the full control effect; nearly all actives have a fitted effect of over 65% in size
* hit, by the source's call; i = inactive; ? = inconclusive; nt = not tested or not shown; [ ] = remark or other dose. Unless noted, the call rests on the fitted dose curve; in most records, active means well fitted curve in the direction sought with a large enough effect; inconclusive means small, poorly fitted or top-dose-only effect, or another doubt; inactive means no such curve, though single readings can be large; an effect the other way counts as inactive or inconclusive. An excerpt. The share of hits here may be higher or lower than overall.

SMILES	PI5P4Ka inh	IL2 activator	GLP-1R agonist	EPAC1 agonist	GLP-1R inv ag	GLP1R cytotox	EPAC1 antag	PTHR1 agonist	PLK1 PBD block
CS(=O)(=O)n1nc(OC(=O)c2cccs2)cc1N	-4	-1.7	-3%	4%	17%	-20%	-10%	-16%	?
Cc1ccc(COc2ccccc2-c2cc(C(=O)N/N=C/c3cccnc3)[nH]n2)cc1	?	-6.0	12%	-2%	-39%	?	?	-5%	-1%
CCOc1ccc(OCC)c2sc(C)nc12	-3	-1.4	-1%	0%	9%	-1%	0%	-16%	-8%
CCCCCCCCCSc1n[nH]c(N)n1	9	-2.6	10%	0%	71%[activator]	-4%	-3%	i	-5%
COc1ccc(N2C(=O)c3ccccc3NC(=O)C2C(=O)NCCc2ccccc2F)cc1 (configuration not stated)	-6	-0.7	nt	-2%	17%	5%	-5%	-17%	1%
O=C(COC(=O)c1ccc(Cl)s1)c1ccc[nH]1	-13	-2.4	-4%	-12%	1%	1%	9%	-2%	-5%
CC1Oc2ccccc2C=C1/C=C1/SC(N2CCOCC2)=NC1=O (configuration not stated)	9	-1.2	3%	3%	34%[activator]	133%[activator]	1%	-31%[inhibitor]	-7%
CCCCN1CN(S(=O)(=O)c2ccc(OC)cc2)c2nc3ccccc3nc21	3	-2.4	2%	10%	?	?	7%	-10%	-7%
CC(=O)N1CCN(S(=O)(=O)c2cccc(C(=O)N(C)Cc3ccc(C)o3)c2)CC1	0	0.6	-3%	3%	11%	-2%	-2%	i	-4%
O=C(Nc1ccc(Cl)cn1)C1COc2ccccc2O1 (configuration not stated)	13	0.5	3%	14%	-32%	0%	?	-18%	-9%
CCOc1ccccc1NC(=O)NC1(C(=O)NCC2CCCO2)CCCCC1 (configuration not stated)	0	0.0	3%	-1%	40%[activator]	11%	-2%	-8%	-5%
COc1ccc(NC(=O)NNC(=O)CCc2ccc(O)c(O)c2)cc1OC	-3	1.2	0%	3%	9%	9%	-1%	i	-6%
CC(C)(C)n1nc2c(c1NC(=O)c1ccccc1F)CS(=O)C2 (configuration not stated)	2	-1.0	0%	-10%	44%	4%	-4%	-20%	-1%
COc1ccc(Cn2c(-c3ccc(OC)c(O)c3)nc3ccccc32)cc1O	-2	-1.9	5%	14%	3%	-9%	-16%	-2%	-1%
CCn1c(SCc2ccc([N+](=O)[O-])cc2)nnc1C(C)NC(=O)c1ccc(C)cc1 (configuration not stated)	2	-2.0	-6%	2%	-24%	?	1%	-22%	-4%
CC(=O)Nc1ccc(S(=O)(=O)C(C#N)c2nc3ccccc3nc2NCCO)cc1 (configuration not stated)	0	-1.7	7%	11%	46%[activator]	81%[activator]	-30%	i	-8%
Cc1ccc(S(=O)(=O)Oc2ccc(/C=C(/NC(=O)c3ccccc3)C(=O)NCC(=O)O)cc2)cc1	8	-5.2	6%	-1%	3%	3%	-14%	?	-4%
O=[N+]([O-])c1cccc2nc3ccccc3c(NCCCn3ccnc3[N+](=O)[O-])c12	31	-5.7	-1%	-3%	?	-28%	-4%	i	-12%
CCN1C(=O)[C@@H]2[C@@H](c3ccc(-c4ccc(OC)cc4)cc3)N3CCCC[C@@]3(C(=O)OC)[C@@H]2C1=O	2	-0.3	-3%	6%	?	6%	10%	-10%	13%
O=C(CCC(=O)N1CCN(S(=O)(=O)c2ccc(Cl)cc2)CC1)Nc1ccc2ccccc2c1	1	-0.4	-7%	-2%	?	-29%	7%	-15%	0%

Grouped by structure: those above containing an NH in an aromatic ring.
SMILES	PI5P4Ka inh	IL2 activator	GLP-1R agonist	EPAC1 agonist	GLP-1R inv ag	GLP1R cytotox	EPAC1 antag	PTHR1 agonist	PLK1 PBD block
Cc1ccc(COc2ccccc2-c2cc(C(=O)N/N=C/c3cccnc3)[nH]n2)cc1	?	-6.0	12%	-2%	-39%	?	?	-5%	-1%
CCCCCCCCCSc1n[nH]c(N)n1	9	-2.6	10%	0%	71%[activator]	-4%	-3%	i	-5%
O=C(COC(=O)c1ccc(Cl)s1)c1ccc[nH]1	-13	-2.4	-4%	-12%	1%	1%	9%	-2%	-5%

(further entries)
SMILES	PI5P4Ka inh	IL2 activator	GLP-1R agonist	EPAC1 agonist	GLP-1R inv ag	GLP1R cytotox	EPAC1 antag	PTHR1 agonist	PLK1 PBD block
CCc1nnc(NC(=O)CN2CCN(CC)CC2)s1	2	2.1	-5%	5%	1%	2%	-3%	i	-2%
O=[N+]([O-])c1nccn1CC(O)CO (configuration not stated)	5	5.3	1%	-5%	2%	0%	2%	i	-12%
CCOC(=O)c1c(-c2ccccc2)csc1NC(=O)c1cc(-c2ccccc2OC)on1	-9	-1.6	-1%	3%	7%	5%	3%	i	24µM*
Cc1cccc(OCC(=O)Nc2ccccc2C(F)(F)F)c1	8	-0.5	8%	-6%	-2%	8%	-15%	-6%	0%
CC(C)(C)C1CCN2CCCC(c3ccccc3)(C1)C2=O (configuration not stated)	7	0.5	13%	6%	-19%	0%	-2%	-11%	-6%
CCC(NC(=O)C1CCCC1)c1ccc(C)cc1 (configuration not stated)	1	-0.4	-2%	-4%	-18%	11%	-2%	-33%[inhibitor]	-3%
Cc1cc(C)n(CC(O)COc2ccccc2)n1 (configuration not stated)	0	-3.5	-4%	5%	3%	-1%	7%	-26%	-5%
COc1ccc(OC)c(NC(=O)C(CC(=O)O)NCc2ccco2)c1 (configuration not stated)	-1	0.7	-1%	3%	0%	16%	-5%	-9%	-11%
COc1cccc(CC(=O)Nn2c(C)nc3ccccc3c2=O)c1	nt	0.1	2%	7%	-7%	-13%	-2%	-12%[57.5 µM]	-7%
COc1cc(/C=C2\SC(=Nc3cccnc3)NC2=O)cc(OC)c1OC	-89*	0.7	7%	15%	26%	-8%	?	-20%	5%
COc1cc(/C=N/NC(=O)c2cc(C3CC3)[nH]n2)cc(OC)c1OC	0	-1.3	12%	5%	48%[activator]	-15%	-1%	-3%	-17%
COCCN(C(=O)COC(=O)CSc1ccc(Cl)cc1)c1c(N)n(CC(C)C)c(=O)[nH]c1=O	5	-1.9	2%	5%	17%	14%	1%	i	-6%
O=C(Cn1cnc([N+](=O)[O-])c1)Nc1ccc(F)c(Cl)c1	-3	-1.4	0%	2%	-15%	-2%	1%	-18%	?
CNC(=O)c1cc(C(=O)c2c(Cl)cccc2Cl)c[nH]1	1	-0.9	16%	8%	0%	9%	1%	-2%	-6%
COc1cc(OC)cc(C(=O)Nc2nnc(Cc3ccc(OC)c(OC)c3)s2)c1	1	-0.7	1%	7%	-13%[7.66 µM]	2%[7.66 µM]	-15%	9%	-8%
Cc1[nH]c(=O)[nH]c(=O)c1S(=O)(=O)N1CCN(c2ccccc2F)CC1	nt	0.2	-8%	8%	9%	9%	7%	i	-8%
COc1ccc(CC(=O)Nc2ccc(N(C)C)c3ccccc23)cc1	0	0.2	-2%	1%	?	-13%	-3%	-3%	-1%
O=C(C1CC(=O)N(c2ccc(Cl)cc2)C1)N1CCC(c2nc3ccccc3[nH]2)CC1 (configuration not stated)	-15	-0.1	0%	5%	-16%	5%	3%	-17%	-8%
CC(=O)Nc1nc(-c2cc([N+](=O)[O-])cs2)cs1	3	0.8	-6%	0%	17%	6%	-3%	-3%	-21%
O=C(Nc1ccccc1)N1CCn2c(nc3ccccc32)C1	nt	-1.9	22%	8%	2%	-1%	0%	i	3%

Just GLP-1R agonist, for some of the entries so far:
Molecule | GLP-1R agonist
O=C(COC(=O)c1ccc(Cl)s1)c1ccc[nH]1 | -4%
CCc1nnc(NC(=O)CN2CCN(CC)CC2)s1 | -5%

Additional entries:
SMILES	PI5P4Ka inh	IL2 activator	GLP-1R agonist	EPAC1 agonist	GLP-1R inv ag	GLP1R cytotox	EPAC1 antag	PTHR1 agonist	PLK1 PBD block
COc1ccc(C(=O)Nc2sc3c(c2C(=O)NCc2ccco2)CCCC3)cc1OC	-3	3.2	-8%	14%	2%	11%	-13%	-56%	0%
CCC(C)NC(=O)Nc1ccc(C)cc1C (configuration not stated)	4	-2.2	1%	4%	-18%	-25%	-8%	-13%	-1%
CCC(CC)COC(=O)C(C#N)c1nc2ccccc2nc1N1CCN(CC)CC1 (configuration not stated)	nt	0.5	-28%	2%	?	-13%	0%	i	-1%
O=C1C(=O)N(Cc2ccncc2)C(c2cccc(O)c2)/C1=C(\O)c1ccc2c(c1)OCCO2 (configuration not stated)	1	-1.8	-3%	3%	-16%	1%	13%	?	-9%
NS(=O)(=O)c1ccc(F)c(C(=O)O)c1	1	-2.7	-4%	-6%	9%	?	6%	-28%	2%
COc1cccc(CNC(=O)C(NS(=O)(=O)c2ccc3nc(C)sc3c2)C(C)C)c1 (configuration not stated)	nt	nt	-4%	nt	-13%	-3%	nt	i	nt
N=c1sccn1CC(=O)Nc1cc(S(=O)(=O)N2CCCC2)ccc1Cl	0	-3.8	4%	-4%	-12%	-1%	2%	i	-2%
C=CCn1c(=O)c2ccccc2n2c(SCC(=O)NCC)nnc12	3	4.3	7%	5%	17%	1%	2%	i	-6%
O=C(CN1CCOCC1)N1CCN(S(=O)(=O)c2ccccc2)C1c1ccccc1 (configuration not stated)	nt	-1.1	-1%	6%	0%	2%	1%	-7%	-6%
Cc1nc(CCNC(=O)c2cc(COc3ccc(F)cc3Cl)on2)sc1C	0	-0.2	14%	-3%	?	-22%	-9%	-47%[inhibitor]	-14%
Cc1onc(-c2ccccc2)c1C(=O)N(Cc1ccccc1)C(C)C	7	0.6	-4%	-7%	-23%	4%	-4%	-40%[inhibitor]	-2%
COc1ccc(-c2cc(C)no2)cc1S(=O)(=O)NCCCN1CCN(c2ccccc2)CC1	-10	0.0	-1%	-12%	?	-16%	-9%	-86%[inhibitor]	2%
CCN1CCN(c2sc(S(C)(=O)=O)nc2S(=O)(=O)c2ccc(C)cc2)CC1	-1	0.1	-6%	-4%	-17%	-20%	-22%	i	4%
CC(C)COc1ccc(C(=O)N(CC(=O)Nc2ccccc2C(F)(F)F)Cc2ccco2)cc1	5	-1.7	11%	-8%	4.5µM*	?	-1%	i	-2%
